Compound activity as filed in PubChem.
DENV2 CPE rescue = inhibitors of DENV2 cytopathic effect. 350,000 tested, 1.7% active. CPE inhibition, % at 9.99 µM. DENV2-infected cells, cytopathic effect rescue, plate reader; in the data active = CPE inhibition above about 20%, passing the limit was not always enough; inconclusive = no clear call, values can overlap the other calls; tested in BHK-21 cells;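 also: 0% = median of neutral control wells and 100% = median of positive control wells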
ERp5 inh = inhibitors of human ERp5; Q15084; ERp5 insulin aggregation, absorbance 650 nm, 90 min; inhibition, % at 9.99 µM; 350,000 tested, 0.05% active; AID 651711;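 active = mean replicate inhibition above about 25%, with every replicate also reaching it, limit read from the data, passing the limit was not always enough; inconclusive = only one of those two criteria met; inactive = neither criterion met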
Target sequence (Q15084 whole entry, looked up): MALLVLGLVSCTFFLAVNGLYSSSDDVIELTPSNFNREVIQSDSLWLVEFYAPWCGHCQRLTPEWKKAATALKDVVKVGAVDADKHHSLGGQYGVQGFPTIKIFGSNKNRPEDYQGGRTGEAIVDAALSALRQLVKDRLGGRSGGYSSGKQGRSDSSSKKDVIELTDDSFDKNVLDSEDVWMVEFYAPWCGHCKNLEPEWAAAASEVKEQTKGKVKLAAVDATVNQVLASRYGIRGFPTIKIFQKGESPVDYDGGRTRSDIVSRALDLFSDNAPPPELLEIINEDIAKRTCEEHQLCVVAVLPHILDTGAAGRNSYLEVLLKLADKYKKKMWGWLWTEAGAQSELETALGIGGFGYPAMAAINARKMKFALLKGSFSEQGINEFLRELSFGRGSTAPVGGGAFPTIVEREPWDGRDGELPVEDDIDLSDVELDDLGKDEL
ARNT-TACC3 inh = ARNT/TACC3 interaction disruption. 390,000 tested, 0.66% active. AlphaScreen His-ARNT PAS-B/GST-TACC3 binding, luminescence; TACC3 fragment carries E629A point mutation. inhibition, % at 9.99 µM;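 active = mean inhibition of replicates at least 50% and at least half of replicates each reaching 50%; inconclusive = half or more replicates reach 50% but mean below 50%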;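 also: 0% = complete ARNT plus TACC3 wells and 100% = ARNT alone without TACC3; many hits fall short of the cut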
F508del corr = CFTR F508del correction in bronchial cells; 350,000 tested, 0.36% active; activity (quench increase), % at 7.58 µM; CFBE cells, YFP halide quenching; stimulated with forskolin plus potentiator P3; % fluorescence drop versus neutral controls;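 active = mean added fluorescence quench of at least 8% versus neutral control, with both replicates also reaching 8%; inconclusive = only one of the mean or replicate conditions met; inactive = mean below 8% and not both replicates reaching 8%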;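 also: cells transiently co-express mutant CFTR-F508del with the halide-sensitive YFP; corrector assay measuring rescue of mutant channel to the surface after 24 h compound exposure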
Xi reactivation = reactivates the inactive X chromosome in mouse fibroblasts | XiGFP mouse fibroblasts, % GFP-positive cells imaging, 3 d; cells co-treated with 5-aza-dC sensitizer; scaled so ellipticine positive control = 100% | activation, % at 7.58 µM | AID 743238 | 360,000 tested, 0.055% active;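 active = mean normalized replicate activation at least 10% and every replicate at or above 10%; inconclusive = only one of the two criteria met; inactive = mean below 10% and not all replicates reach 10%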;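 also: 0% = median of on-plate neutral control wells and 100% = ellipticine 6 µM median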
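Material: XiGFP fibroblasts, SV40-immortalized; Buffer or medium: DMEM containing 5-aza-dC; Compound dosing: single point; Times: 3 days compound exposure.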
INS-1E GSIS act = primary screen for activators of insulin secretion dependent on glucose, INS-1E cells, GLuc reporter luminescence | INS-1E GLuc reporter insulin secretion, 2-3 h | activation, % at 16.6 µM | 370,000 tested, 0.61% active;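 active = lowest replicate activation of at least 40%, so every replicate reaches that level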;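 also: 0% = median of neutral control wells and 100% = median of IBMX positive control wells; some compounds called inactive have numbers as strong as hits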
PAX8 reporter = PAX8 transcriptional activity inhibition; RMG-I TPO-luciferase reporter, SteadyGlo, 24 h; 360,000 tested, 1.2% active; AID 652154; inhibition, % at 12.6 µM;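 active = mean replicate inhibition at least 60% with every replicate also reaching 60%; inconclusive = only one of the two criteria is met; inactive = mean below 60% and not all replicates reaching 60%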;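 also: luciferase light reporting Pax8 driven TPO promoter activity; plate controls were median of neutral control wells for no effect and mitoxantrone controls for full effect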
EWS-Fli inh = inhibitors of EWS/Fli oncoprotein transcriptional activity | A673 NR0B1-luciferase reporter, viability-normalised | AID 651661 | 350,000 tested, 0.67% active | inhibition, % at 12.6 µM;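 active = mean inhibition of at least 50% after viability correction, with every replicate also passing that limit; inconclusive = mean reaches 50% but only one of two replicates passes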;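 also: firefly luciferase signal divided by Alamar Blue viability fluorescence both relative to DMSO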
Numbers without * were called inactive; ? = inconclusive; . = no result given. Compounds were not picked by outcome. Share with any hit: about 4.2%.

No.	Structure	DENV2 CPE rescue	ERp5 inh	ARNT-TACC3 inh	F508del corr	Xi reactivation	INS-1E GSIS act	PAX8 reporter	EWS-Fli inh
1	COc1ccc(C(=S)N2CCOCC2)cc1OC(=O)c1ccc(C)cc1	10	1	10	2.3	.	-11	23	2
2	COc1ccc(CN(C)C(=O)c2cc(S(=O)(=O)N3CCOCC3)ccc2N2CCCC2)cc1	-4	7	1	-1.1	0.4	-9	19	-3
3	CSc1nc2c(cc1C#N)CCCCC2	-2	0	-7	.	-0.4	-2	-8	-5
4	COc1ccc(-c2nc3c(c4nnc(SC(C)C(=O)Nc5ccccc5)n24)COC(C)(C)C3)cc1 (stereo not drawn)	-2	4	.	-5.0	0.3	4	42	7
5	Nc1nnc(-c2cccc([N+](=O)[O-])c2)s1	-2	0	.	1.0	0.0	-1	-27	-14
6	C[C@@H]1CCCCO[C@@H](CN(C)C)[C@H](C)CN([C@H](C)CO)C(=O)c2cc(NS(=O)(=O)c3ccccc3)ccc2O1	.	9	.	0.0	0.0	15	-7	3
7	CN(c1ccc(Cl)cc1)c1cc2c(c3c1ccn3C)C1CCC2C1 (stereo not drawn)	-8	-9	.	-1.2	0.1	.	4	-2
8	CCCCCc1c(O)nc(SCCN(CC)CC)[nH]c1=O	16	5	-6	-1.7	0.0	11	-7	-15
9	Cc1ccccc1S(=O)(=O)N1[C@H](CO)[C@@H](c2ccc(C#CC3CCCCC3)cc2)[C@@H]1C#N	-16	3	10	-0.5	-0.1	3	52	-1
10	O=C(C[C@H]1C[C@@H]2c3cc(NC(=O)c4ccc5c(c4)OCO5)ccc3O[C@@H]2[C@@H](CO)O1)NCCc1ccccc1	-3	1	-3	-1.8	0.0	-44	-16	-1
11	COc1cccc2sc(Nc3nnc(-c4ccccc4Cl)o3)nc12	-4	5	-1	3.1	0.3	5	55	45
12	O=C(NCCc1cccs1)C1CC1	1	5	-2	-0.6	0.8	7	11	-1
13	Cc1ccc(S(=O)(=O)c2nc(-c3cccs3)oc2NCCCN(C)C)cc1	.	.	1	.	0.1	-2	9	.
14	COc1c(C)c2c(c(O)c1C/C=C(\C)CCC(=O)O)C(=O)OC2	-12	2	-3	3.4	.	21	.	35
15	O=C(NCCOc1ccccc1)c1ccccc1NC(=O)C1CCCO1 (stereo not drawn)	0	4	-1	-0.8	0.0	21	-71	43
16	COCC(=O)Nc1ccc2c(c1)[C@H]1C[C@H](CC(=O)OC)O[C@@H](CO)[C@H]1O2	-10	.	-7	1.0	-0.1	-4	-2	-5
17	CC(=O)NC(C)(c1ccccc1)c1nc(-c2cccc(C#N)c2)cs1 (stereo not drawn)	-4	-1	.	0.4	0.1	-1	1	-3
18	O=C(COC(=O)c1ccc(Cl)c([N+](=O)[O-])c1)Nc1ccccc1OC(F)F	.	.	-5	.	-0.1	10	11	.
19	O=C(CCCc1ccccc1)NCCS(=O)(=O)N1CCN(c2ccc(F)cc2)CC1	5	1	-3	-0.6	-0.1	-4	5	-1
20	Cc1cc(C)cc(NC(=S)NCc2ccc(F)cc2)c1	-1	2	-12	.	0.1	-42	-23	-5
21	O=C(CCc1ccccc1)NC1(Cc2ccccc2)CCN(CCCc2ccccc2)C1=O (stereo not drawn)	15	4	-5	2.2	0.2	-22	7	8
22	C[C@@H]1CN([C@@H](C)CO)C(=O)Cc2cc(NC(=O)Nc3cccc4ccccc34)ccc2O[C@H]1CN(C)CC1CC1	2	2	3	-0.1	-1.1	1	.	3
23	COc1ccc(/C=C2\C(=N)N3N=C(CC(=O)N4CCOCC4)SC3=NC2=O)cc1	9	0	-5	-0.3	0.0	7	-7	.
24	Cc1ccc(C2=N/C(=C\c3ccc(F)cc3)C(=O)N2)cc1	-5	-6	-2	-0.8	-0.1	-6	-149	-79
25	CC(=O)NCCc1ccc(C(=O)COC(=O)c2cccn2C)cc1	3	7	2	0.6	0.2	1	-114	-66
26	CCCOc1ccc(N2C(=O)CC(SCCc3nc4ccccc4[nH]3)C2=O)cc1 (stereo not drawn)	.	1	1	-1.7	0.0	-3	9	-9
27	Cc1ccc(Cl)cc1N1CCN(C(=O)COc2ccc3c(c2)CCC3)CC1	-10	-2	-9	0.2	0.2	-24	9	2
28	COc1ccc(C(=O)O)cc1NC(=S)NC(=O)CSc1ccc(Cl)cc1	-5	-2	.	-2.9	-0.1	-4	-2	.
29	CCC(=O)N1C[C@@H](C)[C@@H](OC)CN(C)C(=O)c2cc(NC(=O)Nc3ccc(Cl)cc3)ccc2OC[C@@H]1C	-5	0	6	-3.1	0.2	-3	.	-7
30	COc1ccc(/C=N/N(C)C2=NS(=O)(=O)c3ccccc32)cc1	-5	-3	-7	-0.7	0.0	-1	-30	1
31	Fc1ccc2cc(-c3ccccc3F)ncc2c1	-7	0	1	3.1	0.0	11	-168	-130
32	CNC(=S)NCC(O)c1ccc([N+](=O)[O-])cc1 (stereo not drawn)	8	-4	-6	0.7	0.0	-7	-11	3
33	Cc1cccn2c(=O)c(C=Nc3ccccc3)c(NCCO)nc12	-1	-5	7	2.3	.	19	.	-8
34	Cc1cc(=O)oc2cc(OCC3CC(c4ccccc4)=NO3)ccc12 (stereo not drawn)	-2	6	-11	5.3	.	.	.	14
35	O=C1CC[C@@H](OCc2ccccc2)CCN1CC[C@H](Sc1ccccc1)c1ccccc1	.	0	.	1.4	0.1	-24	1	-8
36	Cc1cc(C)c[n+](C(C)C(=O)c2ccc(-c3ccccc3)cc2)c1 (stereo not drawn)	.	.	-2	.	0.3	-21	42	.
37	C[C@H]1CN([C@@H](C)CO)C(=O)c2cc(-c3cccc(C#N)c3)cnc2O[C@H]1CN(C)Cc1cncnc1	2	-4	-3	-2.1	-0.1	20	.	-19
38	O=C(NCC[C@@H]1CC[C@H](NC(=O)C2CCCC2)[C@@H](CO)O1)Nc1ccc(Cl)cc1	7	9	-4	0.5	0.0	-2	12	-30
39	COc1ccccc1N1CCN(C(=O)c2ccc3[nH]c4c(c3c2)CC(C)CC4)CC1 (stereo not drawn)	-5	4	.	-3.5	0.2	-7	19	6
40	CN1/C(=C\C(=O)CSc2nnc(N)s2)C(C)(C)c2ccccc21	9	2	.	2.5	-0.1	-23	-3	-3
41	CCN(CC)CCNC(=O)c1ccc(NC(=O)c2ccccc2-c2ccc(C(F)(F)F)cc2)cc1	?	0	5	-2.1	-0.1	-8	21	14
42	CCN(CC)CCNC(=O)c1ccc(NC(=O)C2CCN(S(=O)(=O)c3ccc4c(c3)OCCO4)CC2)cc1	-1	-3	6	1.8	0.5	-1	-12	7
43	C[C@H]1CN([C@@H](C)CO)S(=O)(=O)c2ccc(-c3cccc(C#N)c3)cc2O[C@@H]1CN(C)C(=O)C1CC1	?	0	0	1.6	-1.1	-1	.	-3
44	CCC(Cc1ccccc1)NC(=O)/C=C/c1ccco1 (stereo not drawn)	0	2	13	-3.0	0.0	-25	-4	27
45	COc1cc(C(=O)N/C(=C\c2cn(C)c3ccccc23)C(=O)N2CCOCC2)cc(OC)c1OC	0	-4	2	-2.1	0.0	-4	21	.
46	COc1ccc(CNC(=O)CCc2nc3cc(S(=O)(=O)N(C)C)ccc3n2C)cc1OC	9	0	-6	0.3	0.1	2	3	9
47	CCCCNS(=O)(=O)CCNCCc1ccccc1	-1	-5	-1	-0.6	-0.1	-1	-11	0
48	CC(=O)Nc1cnc(-c2ccccc2O)cn1	?	0	.	-1.6	0.1	-11	.	-9
49	CCn1ncc(C2=NOC(C(=O)Nc3cnn(C45CC6CC(CC(C6)C4)C5)c3)C2)c1C (stereo not drawn)	-5	5	-3	-2.4	.	.	.	1
50	CCOC(=O)c1c(CC(C)C)csc1NC(=O)c1ccccc1C(=O)O	14	2	-3	0.6	-0.1	3	19	6

Carrying on.
No.	Structure	DENV2 CPE rescue	ERp5 inh	ARNT-TACC3 inh	F508del corr	Xi reactivation	INS-1E GSIS act	PAX8 reporter	EWS-Fli inh
51	COc1ccc(S(=O)(=O)N(C)C[C@H]2Oc3ccc(NC(=O)CCCN(C)C)cc3C(=O)N([C@@H](C)CO)C[C@@H]2C)cc1	-8	3	-13	-0.5	0.1	13	0	-1
52	COc1cc(N/C=C2\CC(=O)NC(C)=C2C#N)cc(OC)c1OC	-5	1	1	.	0.0	-3	12	1
53	COc1ccc(CCC(=O)OCC(=O)Nc2ccc(C)c(S(=O)(=O)N(C)C)c2)cc1	.	.	-5	.	0.3	1	-7	.
54	C[C@H](CO)N1C[C@H](C)[C@H](CN(C)S(=O)(=O)c2cccs2)Oc2ccc(NS(=O)(=O)c3cn(C)cn3)cc2C1=O	-2	-1	-8	0.5	0.0	5	.	-8
55	Cc1ccc(Oc2nc3ccccn3c(=O)c2/C=C(\C#N)C(=O)Nc2c(C)n(C)n(-c3ccccc3)c2=O)cc1	.	.	17	.	0.4	8	-6	.
56	COc1ccc(NC(=O)Nc2ccc3c(c2)C(=O)N([C@@H](C)CO)C[C@H](C)[C@@H](CN(C)Cc2ccccc2)OCCCC[C@H](C)O3)cc1	0	4	3	-0.2	-0.1	-17	7	?
57	COc1ccc(S(=O)(=O)Nc2ccc3c(c2)C(=O)N([C@@H](C)CO)C[C@@H](C)[C@@H](CN(C)S(=O)(=O)c2ccc(C)cc2)OCCCC[C@H](C)O3)cc1	3	-4	9	2.5	0.0	13	-1	4
58	CN(CC(=O)Nc1ccc(Cl)c(C(F)(F)F)c1)C(=O)Cc1c[nH]c2ccccc12	-1	-6	5	-8.7	-0.1	-27	9	12
59	COc1ccc(S(=O)(=O)Nc2ccc3c(c2)C(=O)N([C@H](C)CO)C[C@@H](C)[C@H](CN(C)C(=O)C2CCCCC2)OCCCC[C@@H](C)O3)cc1	13	-1	14	-1.7	-1.1	-21	33	11
60	c1cc2c(cnc3cscc32)s1	.	3	-2	-2.5	0.0	7	0	11
61	Nc1ccccc1Nc1c(F)c(F)nc(F)c1Cl	-2	-7	-4	-0.2	0.2	-6	-12	10
62	Cn1c2ccccc2c2cnn(CC(=O)Nc3ccc(F)cc3F)c(=O)c21	9	-1	-9	0.4	0.1	2	10	11
63	O=C(OCC(=O)N(CCc1ccccc1)Cc1ccccc1)c1cccc(O)c1	?	-1	-10	-0.5	0.3	-8	0	.
